GPT2 inhibitor – blocks human glutamate pyruvate transaminase 2. Recombinant GPT2, coupled pyruvate oxidase/HRP Amplex Red fluorescence. Potency, µM (series often up to 57.7 µM), for the others: at the top dose activity change, negative = inhibition, actives largely listed as inhibitors. actives 0.25% (n = 100,000). Q8TD30; note: potency is the fitted concentration of half-maximal effect; nearly all actives have a fitted effect of over 60% in size; many of its hits are not listed in these tables
Target sequence (Q8TD30 whole entry, looked up): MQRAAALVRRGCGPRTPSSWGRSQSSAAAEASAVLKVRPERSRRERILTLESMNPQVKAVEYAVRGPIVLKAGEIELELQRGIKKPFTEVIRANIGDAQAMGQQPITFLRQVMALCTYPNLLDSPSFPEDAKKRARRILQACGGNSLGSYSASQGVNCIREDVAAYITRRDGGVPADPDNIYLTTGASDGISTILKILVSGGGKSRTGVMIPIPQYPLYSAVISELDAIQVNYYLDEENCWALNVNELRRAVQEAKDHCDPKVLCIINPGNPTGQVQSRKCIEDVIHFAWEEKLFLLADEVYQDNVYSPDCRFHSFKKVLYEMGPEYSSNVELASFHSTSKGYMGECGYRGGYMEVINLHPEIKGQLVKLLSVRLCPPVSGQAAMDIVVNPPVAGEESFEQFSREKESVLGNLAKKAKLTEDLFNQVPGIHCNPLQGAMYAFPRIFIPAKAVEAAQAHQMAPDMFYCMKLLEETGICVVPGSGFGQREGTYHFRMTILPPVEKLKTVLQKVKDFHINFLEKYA
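Recombinant GPT2 (10ng/uL) with 250uM a-KG and 2mM L-alanine, 30 min at room temperature, in HEPES pH 7.5 buffer. Pyruvate detected by pyruvate oxidase/HRP/Amplex Red fluorescence after 30 min in the dark; AOA (50uM) as positive control.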
HEK cytotox – cytotoxic compounds in HEK 293 cells; actives 6.6% (n = 94,000); HEK 293 viability, ATP luminescence (CellTiter-Glo), 48-72 h; Potency, µM (doses to about 115 µM), inactives show at the top dose activity change, negative = cytotoxicity, hits mostly inhibitors; AID 1345083; note: potency is the fitted concentration of half-maximal effect; nearly all actives have a fitted effect of over 60% in size
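CellTiter-Glo luminescence (cellular ATP) was read after 48 or 72 hr of compound exposure at 37 degree Celsius. Cells were HEK 293 plated at 250 cells/well.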
HEK293 viab – reduces viability of HEK-293 SNCA reporter cells; actives 0.12% (n = 150,000); Potency, µM (titrated, usually from 57.1 µM), for the others: at the highest dose activity change, negative = cytotoxicity, most hits filed as cytotoxic; HEK-293-SNCA-luc viability, GF-AFC fluorescence, 24 h;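 note: potency is the fitted concentration of half-maximal effect; 0% = DMSO-treated cells and -100% = medium-only wells without cells; nearly all actives have a fitted effect of over 30% in size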
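HEK-293-SNCA-luc cells (1500/well) plated 24 h, then exposed 24 h to a dilution series; GF-AFC added 30 min at 37C, fluorescence 405/540 nm; normalised to medium-only and DMSO wells, Hill fit.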
FLuc inh – Photinus pyralis luciferase inhibition; P08659; purified P. pyralis luciferase, luminescence, biochemical; Potency, µM (titrated, usually from 115 µM), without a hit: at the top dose activity change, negative = inhibition, actives largely listed as inhibitors; actives 2.5% (n = 76,000); note: potency is the fitted concentration of half-maximal effect; nearly all actives have a fitted effect of over 65% in size
Target sequence (P08659 whole entry, looked up): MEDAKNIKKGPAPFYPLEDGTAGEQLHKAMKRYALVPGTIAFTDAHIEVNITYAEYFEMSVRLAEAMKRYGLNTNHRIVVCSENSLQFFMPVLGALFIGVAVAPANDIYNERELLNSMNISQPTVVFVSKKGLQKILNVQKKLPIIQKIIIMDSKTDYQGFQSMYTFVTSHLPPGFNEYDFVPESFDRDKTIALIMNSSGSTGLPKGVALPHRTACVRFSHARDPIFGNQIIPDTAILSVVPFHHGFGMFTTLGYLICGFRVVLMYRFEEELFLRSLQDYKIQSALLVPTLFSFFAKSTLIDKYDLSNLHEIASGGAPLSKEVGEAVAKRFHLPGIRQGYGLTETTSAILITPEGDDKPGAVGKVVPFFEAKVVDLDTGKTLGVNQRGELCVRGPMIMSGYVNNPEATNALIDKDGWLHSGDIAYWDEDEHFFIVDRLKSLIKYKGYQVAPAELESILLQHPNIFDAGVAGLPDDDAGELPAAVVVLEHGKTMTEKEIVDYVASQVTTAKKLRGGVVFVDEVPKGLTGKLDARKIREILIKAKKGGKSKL
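Purified 10nM P. pyralis luciferase with 10uM D-luciferin and 10uM ATP in 50mM Tris acetate pH 7.5, 10mM Mg acetate, 0.01% Tween-20, 0.05% BSA. qHTS titration; luminescence read by CCD imager.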
SNCA expr inh – inhibitors of alpha-synuclein (SNCA) gene expression. HEK-293 SNCA-luciferase knock-in, luminescence, 24 h. Potency, µM (highest dose often 57.2 µM), for inactives: at the highest dose activity change, negative = inhibition, most hits filed as inhibitors. actives 0.17% (n = 140,000);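 note: potency is the fitted concentration of half-maximal effect; plate controls were DMSO cells for no effect and cell-free wells for full effect; nearly all actives have a fitted effect of over 45% in size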
IP6K1 inh – blocks human inositol hexakisphosphate kinase 1. Q92551. IP6K1 kinase, ADP-Glo luminescence, 2 h; active compounds read low. activity change, % (series mostly up to about 58 µM). actives 0.81% (n = 140,000); in the data active = activity change below about -25%
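ADP-Glo luminescence measures ADP made by human IP6K1 during a 2 h RT reaction with ATP/IP6 (mix at 1.3 mM/130 uM); top library doses 57.5 and 19.1 uM final.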
NIH3T3 tox – cytotoxic compounds in NIH 3T3 cells | NIH 3T3 viability, CellTiter-Glo ATP luminescence, 48-72 h | Potency, µM (series often up to 96.7 µM), without a hit: at the highest dose activity change, negative = cytotoxicity, actives largely listed as inhibitors | actives 4.3% (n = 94,000) | AID 1345082; note: potency is the fitted concentration of half-maximal effect; nearly all actives have a fitted effect of over 55% in size
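Viability of NIH 3T3 cells after 48 or 72 hr compound treatment at 37 °C was assessed by CellTiter-Glo, with luminescence imaged following a 10 min room-temperature step.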
Active calls of the source: *; [ ] = remark or other dose. Unless noted, calls come from the whole dose curve; as a rule, active = well fitted curve in the direction sought with a large enough effect; inconclusive = small, poorly fitted or top-dose-only effect, or another doubt; inactive = no such curve, though single readings can be large; an effect the other way counts as inactive or inconclusive. Unless noted, % is set by controls: 0 for no effect and ±100 for the full control effect.

For O=C(C1CCCC1)N1CCCC1C(=O)N1CCCC1c1nc2ccncc2[nH]1 (centres undefined) the results were GPT2 inhibitor inactive, HEK cytotox 0%, HEK293 viab -8%, SNCA expr inh -4%, IP6K1 inh 5 and NIH3T3 tox -9%.
Screening Cc1ccccc1C(=O)Nc1sc2c(c1C(=O)N1CCCCC1)CCC(C(C)(C)C)C2 (centres undefined) returned HEK293 viab -8%, SNCA expr inh 11% and IP6K1 inh -5.
Screening COC(=O)c1ccc(CNC(C)c2cnc(-c3ccncc3)nc2C)cc1 (centres undefined) returned GPT2 inhibitor 2%, HEK cytotox 2%, HEK293 viab 9%, FLuc inh 9%, SNCA expr inh 3%, IP6K1 inh 2 and NIH3T3 tox -29%.
For CN(C)C(=O)N1CCn2c(nnc2-c2cncc(Br)c2)C1 the results were GPT2 inhibitor -4%, HEK cytotox 4%, HEK293 viab 3%, SNCA expr inh 23%, IP6K1 inh 12 and NIH3T3 tox -4%.
Screening Cc1ccc(C(=O)N2C[C@@H](CO)[C@H](c3ccccn3)C2)nc1 returned GPT2 inhibitor 3%, HEK cytotox -2%, HEK293 viab -12%, FLuc inh -1%, SNCA expr inh -8%, IP6K1 inh 28 and NIH3T3 tox 1%.
COc1ccc(-c2[nH]ncc2CN2CCCCCNC(=O)[C@@H]3CCC[C@@H]32)cc1 was read as GPT2 inhibitor inactive, HEK cytotox inconclusive, HEK293 viab -2%, FLuc inh -1%, SNCA expr inh 11%, IP6K1 inh -6 and NIH3T3 tox inconclusive.
Screening O=C(O)C1CCc2nnc(C3CCN([S+](=O)([O-])C4CCCC4)CC3)n21 (centres undefined) returned GPT2 inhibitor 1%, HEK cytotox -10%, HEK293 viab 7%, SNCA expr inh 5%, IP6K1 inh 0 and NIH3T3 tox -12%.
`COc1cc2c(cc1OC)C(CNC(=O)c1ccccc1C)N(C(=O)Nc1cccc(C)c1)CC2` (centres undefined) gave GPT2 inhibitor -1%, HEK cytotox -26%, HEK293 viab -15%, FLuc inh -8%, SNCA expr inh 3%, IP6K1 inh -9 and NIH3T3 tox -17%.
O=C(N1CCOCC1)N1CCCC(c2nnc3n2CCNC3)C1 (centres undefined) was read as GPT2 inhibitor -6%, HEK cytotox inactive, HEK293 viab 2%, SNCA expr inh -5%, IP6K1 inh 4 and NIH3T3 tox inactive.
COC[C@@H]1CN(C(=O)c2ccc(C)nc2)C[C@H]1c1nc(C2CC2)no1 was read as GPT2 inhibitor 2%, HEK cytotox 1%, HEK293 viab 2%, FLuc inh -10%, SNCA expr inh 33%[activator], IP6K1 inh -7 and NIH3T3 tox -6%.
For CN(C)c1ccc(CNC(=O)C2COc3ccccc3C2)cc1 (centres undefined) the results were HEK293 viab 7%, SNCA expr inh 126%[activator] and IP6K1 inh 3.
CC(=O)[C@@H]1CC[C@]2(C(=O)O)CC[C@]3(C)C(CCC4[C@@]5(C)CC[C@H](O)C(C)(C)C5CC[C@]43C)C12 (some centres undefined) was read as GPT2 inhibitor -5%[27.3 µM], HEK293 viab -7%[23.9 µM] and IP6K1 inh 14.
For Cc1ccc(NC(=O)c2cnc(-c3ccccc3)nc2-c2ccncc2)c(Br)c1 the results were GPT2 inhibitor inactive, HEK cytotox 3%, HEK293 viab -23%, FLuc inh 10%, SNCA expr inh 3%, IP6K1 inh 0 and NIH3T3 tox inactive.
`COc1ccc(CNC(=O)[C@@H]2Cc3cn(CC4CC4)c4cccc(c34)[C@H](CC(C)C)N2)cc1` gave GPT2 inhibitor inactive, HEK cytotox inconclusive, HEK293 viab -2%, FLuc inh -1%, SNCA expr inh -30%, IP6K1 inh 8 and NIH3T3 tox inconclusive.
Screening O=C1CCCCC(CNC(=O)c2n[nH]c(=O)c3ccccc23)N1 (centres undefined) returned GPT2 inhibitor -5%, HEK cytotox inactive, HEK293 viab 1%, FLuc inh 1%, SNCA expr inh -11%, IP6K1 inh -6 and NIH3T3 tox 4%.
Screening Cc1ccc(C(=O)N2CCC([C@@H]3CNC[C@H]3CO)CC2)cc1F returned GPT2 inhibitor inactive, HEK cytotox -3%, HEK293 viab 7%[12.5 µM], FLuc inh -5%, SNCA expr inh -13%, IP6K1 inh 7 and NIH3T3 tox -6%.
Cc1ccc(-c2nnc(C3CN(C(=O)c4cnc(C)cn4)CC34CCOCC4)o2)cc1 (centres undefined) was read as GPT2 inhibitor inactive, HEK cytotox -1%, HEK293 viab 6%, FLuc inh 1%, SNCA expr inh 2%, IP6K1 inh -1 and NIH3T3 tox inactive.
Screening O=[S+]1([O-])NCC2(CCN(Cc3ccsc3)C2)Nc2ccccc21 (centres undefined) returned GPT2 inhibitor -3%, HEK cytotox -17%, HEK293 viab 8%, FLuc inh 2%, SNCA expr inh 7%, IP6K1 inh -5 and NIH3T3 tox -10%.
Cc1cc(C)cc(-n2c(C)cc(C(=O)C(=O)Nc3ccccc3F)c2C)c1 was read as HEK293 viab 4%, SNCA expr inh 120%[activator] and IP6K1 inh -13.
Screening Cn1c(=NC(=O)c2ccc(F)cc2)sc2cc(Br)ccc21 returned HEK293 viab 7%, SNCA expr inh 171%[activator] and IP6K1 inh 22.
COc1ccccc1-c1cc2c(ccn2C)c(C(=O)NCC2CCN(C)C(=O)C2)n1 (centres undefined) was read as GPT2 inhibitor inactive, HEK cytotox -15%[172 µM], HEK293 viab -1%[87.6 µM], FLuc inh -1%[172 µM], SNCA expr inh 12%[87.6 µM], IP6K1 inh 17 and NIH3T3 tox 79µM*.
CC1(C)CC[C@]2(C(=O)O)CC[C@]3(C)C(=CCC4[C@@]5(C)C[C@@H](O)[C@H](O)[C@@](C)(CO)C5[C@H](O)C[C@]43C)[C@@H]2C1 (some centres undefined) was read as GPT2 inhibitor 2%[27.3 µM], HEK293 viab 6%[23.9 µM] and IP6K1 inh -1.
Screening COC(=O)CC(NC(=O)N1CCc2c(nc(-c3ccccc3)[nH]c2=O)C1)c1ccccc1 (centres undefined) returned GPT2 inhibitor inactive, HEK cytotox 13%, HEK293 viab -7%, FLuc inh -5%, SNCA expr inh inconclusive, IP6K1 inh 35 and NIH3T3 tox -2%.
`CC(C)c1ccc(CNC(=O)c2ccc3c(c2)N(C)C2CCCCN2C3=O)cc1` (centres undefined) gave GPT2 inhibitor inactive, HEK cytotox inconclusive, HEK293 viab 5%[12.5 µM], FLuc inh -27%, SNCA expr inh 4%, IP6K1 inh -14 and NIH3T3 tox inconclusive.
For CC(=O)NC1CCN(Cc2cc3ccc(C)cc3[nH]c2=O)C1 (centres undefined) the results were GPT2 inhibitor inactive, HEK cytotox -5%, HEK293 viab 9%, FLuc inh 0%, SNCA expr inh 18%, IP6K1 inh 13 and NIH3T3 tox -18%.
Cc1ccc(-c2nc(NC(=O)CSc3cc(C)c4ccccc4n3)ns2)cc1 was read as HEK293 viab -15%, SNCA expr inh -1% and IP6K1 inh 6.
For COCCNC(=O)[C@@H]1C[C@H](Oc2cccnc2)CN1C(=O)CC1CCN(C(C)=O)CC1 the results were GPT2 inhibitor inactive, HEK cytotox -2%, HEK293 viab -2%, FLuc inh -5%, SNCA expr inh -11%, IP6K1 inh 0 and NIH3T3 tox -7%.
`CCOc1ccccc1CNC(=O)CN1C(=O)CSc2ccc(S(=O)(=O)N3CCOCC3)cc21` gave HEK293 viab inconclusive, SNCA expr inh -5% and IP6K1 inh -15.
Screening O=C(c1ccc2c(c1)OCO2)N1CCN(c2nnc3ccccn23)CC1 returned GPT2 inhibitor inactive, HEK cytotox inconclusive, HEK293 viab 12%, FLuc inh -14%, SNCA expr inh -6%, IP6K1 inh 13 and NIH3T3 tox -15%.
Screening COc1cccc(NC(=O)N2CCCC(Cn3c(C)nc4cccnc43)C2)c1 (centres undefined) returned GPT2 inhibitor -5%, HEK cytotox 12%, HEK293 viab 6%, FLuc inh -2%, SNCA expr inh 8%, IP6K1 inh -5 and NIH3T3 tox 1%.

Compounds from the list above that have an NH in an aromatic ring, in the order listed:
For O=C(C1CCCC1)N1CCCC1C(=O)N1CCCC1c1nc2ccncc2[nH]1 (centres undefined) the results were GPT2 inhibitor inactive, HEK cytotox 0%, HEK293 viab -8%, SNCA expr inh -4%, IP6K1 inh 5 and NIH3T3 tox -9%.
COc1ccc(-c2[nH]ncc2CN2CCCCCNC(=O)[C@@H]3CCC[C@@H]32)cc1 was read as GPT2 inhibitor inactive, HEK cytotox inconclusive, HEK293 viab -2%, FLuc inh -1%, SNCA expr inh 11%, IP6K1 inh -6 and NIH3T3 tox inconclusive.
Screening O=C1CCCCC(CNC(=O)c2n[nH]c(=O)c3ccccc23)N1 (centres undefined) returned GPT2 inhibitor -5%, HEK cytotox inactive, HEK293 viab 1%, FLuc inh 1%, SNCA expr inh -11%, IP6K1 inh -6 and NIH3T3 tox 4%.
Screening COC(=O)CC(NC(=O)N1CCc2c(nc(-c3ccccc3)[nH]c2=O)C1)c1ccccc1 (centres undefined) returned GPT2 inhibitor inactive, HEK cytotox 13%, HEK293 viab -7%, FLuc inh -5%, SNCA expr inh inconclusive, IP6K1 inh 35 and NIH3T3 tox -2%.
For CC(=O)NC1CCN(Cc2cc3ccc(C)cc3[nH]c2=O)C1 (centres undefined) the results were GPT2 inhibitor inactive, HEK cytotox -5%, HEK293 viab 9%, FLuc inh 0%, SNCA expr inh 18%, IP6K1 inh 13 and NIH3T3 tox -18%.

Next entries follow.
For COCC(=O)NC[C@H]1OC[C@@H](NCc2cnc[nH]2)[C@@H]1O the results were GPT2 inhibitor -1%[88.5 µM], HEK cytotox inactive, HEK293 viab -11%[87.6 µM], FLuc inh -7%[230 µM], SNCA expr inh 3%[87.6 µM], IP6K1 inh 4 and NIH3T3 tox inactive.
For COCC(=O)Nc1ccc(-c2noc([C@@H]3CCCN3Cc3ncc[nH]3)n2)cn1 the results were GPT2 inhibitor -10%[88.5 µM], HEK cytotox -5%[172 µM], HEK293 viab 0%[87.6 µM], FLuc inh 5%[172 µM], SNCA expr inh 47%[activator][87.6 µM], IP6K1 inh 6 and NIH3T3 tox -24%[174 µM].
For NS(=O)(=O)c1ccc(CNc2nccc(-c3cccnc3)n2)cc1 the results were GPT2 inhibitor inactive, HEK cytotox -24%, HEK293 viab -5%, FLuc inh -1%, SNCA expr inh inconclusive, IP6K1 inh -6 and NIH3T3 tox inconclusive.
For CC(CNC1CCCCC1)OC(=O)c1ccccc1 (centres undefined) the results were GPT2 inhibitor -9%, HEK293 viab 80%[23.9 µM], SNCA expr inh 35%[25.6 µM] and IP6K1 inh -9.
Cc1ccc2c(c1)cc1c(=O)n(Cc3ccccc3Cl)nc(C)n12 was read as HEK293 viab 11%, SNCA expr inh 6% and IP6K1 inh -12.
Screening CC(C)c1nncn1C1CCN(S(=O)(=O)c2cccc(Cl)c2)CC1 returned GPT2 inhibitor 3%, HEK cytotox -21%, HEK293 viab 5%, FLuc inh -1%, SNCA expr inh -15%, IP6K1 inh 1 and NIH3T3 tox -24%.
`COc1cccc([S+](=O)([O-])N2CC(Oc3ccc4c(c3)OCO4)C2)c1` gave GPT2 inhibitor 5%, HEK cytotox -22%, HEK293 viab 5%, SNCA expr inh -4%, IP6K1 inh -3 and NIH3T3 tox -1%.
